HT1080 IDH1KD tx – HT-1080 IDH1 knockdown cell toxicity (counter line); HT-1080 IDH1 knockdown viability, ATP luminescence, 48 h; Potency, µM (top dose mostly 46.1 µM), for the others: at the highest dose activity, negative = toxicity, most hits filed as cytotoxic; actives 2% (n = 360,000);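 also: 0% = DMSO wells and -100% = cell-free medium wells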
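After a 2 h attachment period, IDH1KD HT-1080 cells took pin-transferred compound for 48 h at 37 °C; ATP-based luminescence after 10 min room-temperature reagent incubation reported viability.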
GLP1R ag – agonists of human GLP-1 receptor; HEK293 GLP-1R CRE-luciferase, luminescence, 4-6 h; cells express a hypersensitive GLP-1R form; actives 0.007% (n = 380,000); P43220; Potency, µM (titrated, usually from 45.6 µM), inactives show at the highest dose activation, usual class: activators; also: % of control where 0% means no effect
Target sequence (P43220 whole entry, looked up): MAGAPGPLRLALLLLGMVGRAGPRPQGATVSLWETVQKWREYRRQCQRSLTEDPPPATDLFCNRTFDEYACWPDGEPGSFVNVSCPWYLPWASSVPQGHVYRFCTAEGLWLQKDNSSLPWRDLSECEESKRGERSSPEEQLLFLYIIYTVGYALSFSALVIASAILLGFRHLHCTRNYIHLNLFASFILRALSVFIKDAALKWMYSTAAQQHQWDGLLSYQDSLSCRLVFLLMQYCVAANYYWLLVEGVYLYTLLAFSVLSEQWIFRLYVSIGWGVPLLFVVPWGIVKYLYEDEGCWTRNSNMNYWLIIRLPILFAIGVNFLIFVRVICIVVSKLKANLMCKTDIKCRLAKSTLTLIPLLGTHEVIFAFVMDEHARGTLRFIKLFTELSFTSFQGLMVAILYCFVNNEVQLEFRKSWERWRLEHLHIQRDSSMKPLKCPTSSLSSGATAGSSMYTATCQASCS
KB-3-1 tox – KB-3-1 parental cell cytotoxicity; KB-3-1 viability, CellTiter-Glo ATP luminescence, 72 h; Potency, µM (titrated, usually from 46.1 µM), inactives show at the top dose activity change, negative = cytotoxic, most hits filed as cytotoxic; actives 1.4% (n = 400,000); AID 1347075; also: % is scaled to controls: 0 for no effect and ±100 for the full control effect; nearly all actives have a fitted effect of over 60% in size
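Here the drug-naive KB-3-1 line serves as comparator for MDR sub-line selectivity; cells received compound titrations, 72 h at 37 °C, then CellTiter-Glo readout.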
GLP1R cytotox – cytotoxicity in counter-screen for GLP-1R inverse agonists; HEK293 cAMP-luciferase reporter cells, luminescence, 24 h; Potency, µM (series often up to 38.3 µM), for inactives: at the top dose activity change, negative = inhibition, most hits filed as inhibitors; actives 0.13% (n = 410,000);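 also: loss of luciferase light is scored as toxicity; % is scaled to controls: 0 for no effect and ±100 for the full control effect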
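Compound-treated cells are incubated 24 hr at 37 deg C under 5% CO2 after a 12 hour attachment period, then luciferase detection reagent is added and luminescence is measured following 12 min at room temperature; lowered signal indicates toxicity.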
HT1080NT lethal – kills 2HG-producing HT-1080-NT fibrosarcoma cells; actives 1.6% (n = 360,000); HT-1080-NT fibrosarcoma viability, CellTiter-Glo ATP luminescence, 48 h; AID 686970; Potency, µM (series often up to 46.1 µM), without a hit: at the highest dose activity, negative = less viability, usual class: cytotoxic;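 also: NT is the 2HG producing partner of a matched IDH1 knockdown line; 0% = DMSO-treated cells and -100% = media-only wells without cells; nearly all actives have a fitted effect of over 55% in size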
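A 48-hour cytotoxicity screen used HT-1080-NT cells plated 2 hours before compound delivery. ATP-based CellTiter-Glo luminescence measured viability, normalized to DMSO and no-cell controls.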
KB-V1 cytotox – KB-V1 MDR subline cytotoxicity; KB-V1 MDR cells viability, CellTiter-Glo, 72 h; Potency, µM (titrated, usually from 46.1 µM), inactives show at the highest dose activity change, negative = cytotoxicity, most hits filed as cytotoxic; actives 3.4% (n = 400,000); AID 1347076; also: % is scaled to controls: 0 for no effect and ±100 for the full control effect; nearly all actives have a fitted effect of over 60% in size
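Potencies derive from concentration-effect curves fitted to normalized luminescence (CellTiter-Glo) of KB-V1 cells treated for 72 h at 37 degrees C in phenol-red-free DMEM containing 10% FBS.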
SW480 rerep – DNA re-replication induction in SW480 cells. SW480 DNA re-replication, Hoechst DNA content imaging, 48 h. Potency, µM (titrated, usually from 46.1 µM), for the others: top-dose re-replication activation, actives largely listed as activators. actives 1.8% (n = 340,000). AID 624297; also: % of control where 0% means no effect; nearly all actives have a fitted effect of over 55% in size
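Image-based read-out: total Hoechst fluorescence of nuclei (405 nm excitation, 500-530 nm emission), with hits raising the fraction of high-intensity nuclei. SW480 colon cells incubated 48 hr with compounds at 37 C.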
TDP43 rescue – rescues yeast growth from TDP-43 toxicity; TDP-43 expressing yeast growth rescue, BacTiter-Glo, 24 h; Potency, µM (highest dose often 46.1 µM), without a hit: at the top dose growth rescue (activation), usual class: activators; actives 1.8% (n = 410,000); also: % of control where 0% means no effect; nearly all actives have a fitted effect of over 50% in size
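Yeast expressing TDP-43 (pregrown in raffinose, seeded at OD600=0.02 in galactose medium) exposed to compounds 24 hr at 30 deg C. Growth read by BacTiter-Glo luminescence; rescue of toxicity appears as increased signal.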
GLP1R inv ag – GLP-1 receptor (human) inverse agonism. HEK293 GLP-1R CRE-luciferase, luminescence, 24 h; GLP-1R form is constitutively active. Potency, µM (highest dose often 38.3 µM), inactives show top-dose activity change, negative = inhibition, most hits filed as inhibitors. actives 1.6% (n = 410,000); also: % is scaled to controls: 0 for no effect and ±100 for the full control effect; nearly all actives have a fitted effect of over 55% in size
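Cells are plated, allowed 12 hours at 37 deg C, then treated with compounds for 24 hr before luciferase detection reagent is added and luminescence is read after 12 min at room temperature. The HEK293 line carries constitutively active GLP-1R with a cAMP-responsive reporter.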
Starred values were filed as active, the others as inactive; ? = inconclusive; · = not tested or not shown; [ ] = dose if it differs, or a comment. Calls follow the shape of the dose curve; as a rule, active = well fitted curve in the direction sought with a large enough effect; inconclusive = small, poorly fitted or top-dose-only effect, or another doubt; inactive = no such curve, though single readings can be large; an effect the other way counts as inactive or inconclusive. Potency is read from the fitted curve at half-maximal effect.

SMILES | HT1080 IDH1KD tx | GLP1R ag | KB-3-1 tox | GLP1R cytotox | HT1080NT lethal | KB-V1 cytotox | SW480 rerep | TDP43 rescue | GLP1R inv ag
O=C(COc1ccccc1-c1nnc(-c2ccccc2)o1)Nc1ccc(Br)cc1F | · | · | 0.3% | -0.7% | · | -3.3% | · | -19.8% | -14.9%
Oc1ccc(/C=N/NC(=S)N/N=C/c2ccc(O)cc2)cc1 | ? | 7.4% | -6.6% | ? | ? | 19.9% | 21.3% | -2.6% | 0.5%
O=C(CS(=O)(=O)Cc1ccccc1)Nc1ccc(Br)cc1F | -2.7% | -0.4% | · | 9.7% | -2.4% | · | 1.1% | 25.2% | ?
CN(C)c1ccc(/C=C/c2c([N+](=O)[O-])c(=O)n(C)c(=O)n2C)cc1 | -0.7% | -1.0% | 10.8% | -22.6% | -3.5% | 1.5% | -6.2% | 3.2% | -11.8%
COc1ccc2[nH]cc(C(=O)CCl)c2c1 | 7.31µM* | -7.3% | 11.6µM* | ? | 5.8µM* | ? | ? | 7.6% | ?
Cc1nc2sc(-c3ccccc3)cc2c(=O)n1N | -2.3% | -3.8% | ? | 3.6% | -8.6% | ? | 2.3% | -13.2% | ?
COc1ccc(-c2nnc(SCC(=O)N3CCN(c4ccccc4)CC3)o2)cc1OC | -3.5% | -5.6% | -3.6% | 14.5% | 11.2% | -21.2% | 13.2% | -6.5% | 13.8%
CCCOC(=O)c1c(NC(=O)C2c3ccccc3Oc3ccccc32)sc2c1CCC(C)C2 (stereo not given) | · | · | -11.8% | 7.0% | · | 21.8% | · | 4.4% | -5.7%
Cc1ccc(-c2cc(-c3ccc(C)cc3O)[nH]n2)cc1 | 3.0% | -2.0% | -4.9% | -9.3% | -4.4% | 6.4% | 0.4% | ? | ?
CCOC(=O)C1=CCC(c2ccc(N(CC)CC)cc2)N(S(=O)(=O)c2ccc(C)cc2)C1c1ccc([N+](=O)[O-])cc1 (stereo not given) | 7.5% | · | -21.1% | -2.0% | 11.5% | -24.0% | · | 18.3% | 9.9%
Cn1cc(Br)c(C(=O)N2CCN(c3cccc(Cl)c3)CC2)n1 | 0.1% | -7.5% | -2.8% | 2.4% | 0.8% | -13.8% | -5.5% | ? | 12.9%
CCc1ccc(C(=O)NC(=S)Nc2ccccc2N2CCOCC2)cc1 | -21.3% | 12.1% | ? | -24.4% | 9.7% | ? | 23.9% | 0.0% | ?
CC1CCCC(C)N1C(=O)COC(=O)CNC(=O)C12CC3CC(CC(C3)C1)C2 (stereo not given) | -1.0% | -4.0% | 10.0% | 13.1% | 0.6% | 14.3% | -0.8% | 13.9% | 1.7%
CCCc1ccc2oc(C(=O)N(C)CCn3ccnc3C)c(C)c2c1 | -18.3% | 25.8% | -14.4% | 4.7% | -23.1% | ? | 3.6% | 12.6% | ?
O=C(N/N=C/c1ccc(-c2cccc([N+](=O)[O-])c2)o1)[C@H]1C[C@@H]1c1ccccc1 | -2.2% | 3.8% | 13.2% | -12.3% | 3.9% | ? | -4.4% | 15.3% | 5.7%
COC(=O)c1ccccc1NC(=O)c1ccc(Cn2cc(Cl)cn2)o1 | 20.6µM* | 0.4% | -21.4% | -10.7% | ? | -2.0% | -0.5% | -2.9% | 0.3%
COc1cc(C(=O)N[C@@H](Cc2c[nH]c3ccccc23)C(=O)O)cc(OC)c1OC | 10.7% | 7.8% | 0.1% | -1.9% | 0.8% | 8.3% | -2.8% | -0.7% | -6.6%
CC(C)(C)C1CCC(OC(=O)C[N+]2(C)CCCC2)CC1 (stereo not given) | -4.9% | 5.6% | -3.3% | 0.2% | 0.2% | 1.8% | 1.9% | 13.5% | -16.6%
Nc1cc(=O)[nH]c(SCC(=O)Nc2cccc(Cl)c2Cl)n1 | -5.1% | 10.7% | -2.1% | 5.7% | -6.0% | 18.3% | 0.4% | -6.6% | 6.0%
O=C(Cc1ccc(NS(=O)(=O)c2cccc(C(F)(F)F)c2)cc1)NCCN1CCOCC1 | 7.0% | 2.8% | 8.8% | -9.0% | 14.2% | 18.7% | -11.6% | -2.3% | 5.3%
Cc1cc(C)cc(NC(=O)c2ccc(CN3CCc4ccccc4C3)cc2)c1 | 11.6µM* | -8.9% | ? | 3.9% | ? | ? | -2.4% | 11.8% | -16.4%
Cn1c(=O)[nH]c(=O)c2c1nc(SCCCO)n2CCCc1ccccc1 | -5.4% | ? | -1.7% | 1.6% | -0.3% | 4.8% | ? | -5.5% | 96.5%[activator]
COc1cccc2cc(C(=O)c3ccccc3)oc12 | 16.1% | -0.3% | -3.3% | -13.0% | ? | -3.0% | 4.5% | 20.8% | 17.5%
O=C(c1ccc2c(c1)OCCO2)C1CCN(C(=O)c2ccc(F)cc2)CC1 | -21.6% | 0.4% | ? | -1.4% | -7.6% | -28.3% | -18.2% | 27.5% | 0.0%
O=C(Nc1nc2ccccc2[nH]1)c1ccc(Cl)c([N+](=O)[O-])c1 | 3.5% | -3.2% | -4.7% | 2.5% | -4.7% | -2.3% | ? | · | 40.1%[activator]

(listing goes on)
SMILES | HT1080 IDH1KD tx | GLP1R ag | KB-3-1 tox | GLP1R cytotox | HT1080NT lethal | KB-V1 cytotox | SW480 rerep | TDP43 rescue | GLP1R inv ag
Cc1csc(NC(=O)c2ccccc2O)n1 | -5.2% | 4.1% | 0.0% | 18.5% | -2.0% | 5.2% | 0.3% | -19.5% | 6.1%
O=C(NC(=S)NNC(=O)c1ccccc1O)c1ccco1 | ? | -9.7% | -14.5% | 12.2%[1.53 µM] | ? | ? | 5.0% | -48.2%[inhibitor] | -6.7%
CC1CCN(S(=O)(=O)c2ccc3ncn(CC(=O)N4CCN(C)CC4)c(=O)c3c2)CC1 | -4.6% | -0.7% | -6.2% | -2.1% | -1.8% | 0.0% | 5.3% | -10.0% | 1.2%
CC(=O)Nc1cccc(C(=O)OCC(=O)N2CCN(C(=O)COC(=O)c3cccc(NC(C)=O)c3)CC2)c1 | -4.7% | 5.5% | 4.2% | 7.4% | -6.9% | -3.2% | -3.2% | 1.3% | 16.1%
CSc1nc(-c2ccc(Cl)cc2)c(C#N)c(=O)n1C | 2.5% | 5.6% | 11.9% | -1.0% | 5.0% | 3.7% | -0.4% | -4.1%[9.22 µM] | -35.1%
O=C(CSc1cn(CCNC(=O)c2cccc(C(F)(F)F)c2)c2ccccc12)Nc1ccc2c(c1)OCCO2 | · | -1.2% | ? | ? | · | -17.7% | · | 13.4% | ?
Nc1ccc2nc(-c3cc(Cl)c(N)c(Cl)c3)[nH]c2c1 | ? | 6.3% | ? | -20.6% | -24.6% | -8.6% | 20.6% | 21.0% | 48.1%[activator]
Cc1ccc(N(Cc2ccccc2)C(=O)c2cc(S(=O)(=O)N3CCOCC3)ccc2Cl)cc1 | -17.3% | 10.2% | ? | -13.9% | -21.1% | ? | -19.2% | · | ?
COc1cccc(-c2csc(N3CCN(S(=O)(=O)c4ccc(F)cc4)CC3)n2)c1 | 14.1% | -5.4% | 3.4% | -5.3% | -0.5% | -11.4% | 5.6% | -14.9% | -13.7%
C[C@]1(C(=O)NCCc2c[nH]c3ccccc23)C=C[C@@H](Cc2ccccc2)N1C(=O)c1ccccc1 | -8.4% | -1.8% | 5.9% | -12.2% | -12.2% | -0.9% | 15.3% | 6.5% | ?
O=C(NCCCN1CCOCC1)NC1CCCCC1 | -4.0% | 7.0% | 3.3% | -10.9% | -1.7% | -15.4% | ? | -11.7% | 0.8%
Cc1ccc(S(=O)(=O)N2C[C@@H]3[C@H]4CC[C@H](C4)[C@@H]3[C@@H](C)[C@H]2c2ccn(Cc3ccccc3)c2)cc1 | -14.3% | -1.7% | 0.0% | 15.0% | ? | -19.6% | 1.5% | -26.4% | ?
CC1(C)C2CCC1(C)C1(C2)NC(=O)c2ccccc2O1 (stereo not given) | -20.3% | 7.4% | 5.0% | 19.3% | -28.8% | -2.7% | -0.1% | -0.2% | ?
O=C(Nc1cc(Cl)ccc1N1CCCCC1)c1cccs1 | -2.8% | 6.9% | -0.3% | 1.5% | 4.0% | -17.9% | -2.6% | 2.9% | -28.6%
COc1cc(/C=N/NC(=O)c2ccc(Cl)c(S(N)(=O)=O)c2)ccc1OCC(N)=O | -7.9% | 14.6% | 19.2% | 13.9% | -27.3% | 13.9% | ? | -17.1% | -19.7%
CCOC(=O)c1ccc(NC(=S)N(CCCN2CCN(C)CC2)Cc2cccs2)cc1 | ? | 7.5% | -10.0% | ? | ? | -31.8% | 6.3% | 2.0% | ?
COc1ccc(CNC(=O)c2ccc(=O)oc2)cc1OC | -1.5% | -0.8% | 8.4% | -7.3% | 3.1% | 17.0% | 1.8% | 10.7% | 55.0%[activator]
CC(C)CC(=O)N=Nc1c(O)[nH]c2ccccc12 | 17.0% | -2.7% | 17.7% | 0.9% | 27.9% | -6.4% | 2.3% | 2.2% | 61.7%[activator]
CCNC(=O)N1CCN(S(=O)(=O)c2ccc3c(c2)OCCCO3)CC1 | 2.3% | -6.4% | -2.0% | -22.8% | 10.8% | 0.0% | -2.8% | 17.1% | 0.1%

By substructure, the compounds so far containing a thiophene ring, fused or not (four)
SMILES | HT1080 IDH1KD tx | GLP1R ag | KB-3-1 tox | GLP1R cytotox | HT1080NT lethal | KB-V1 cytotox | SW480 rerep | TDP43 rescue | GLP1R inv ag
Cc1nc2sc(-c3ccccc3)cc2c(=O)n1N | -2.3% | -3.8% | ? | 3.6% | -8.6% | ? | 2.3% | -13.2% | ?
CCCOC(=O)c1c(NC(=O)C2c3ccccc3Oc3ccccc32)sc2c1CCC(C)C2 (stereo not given) | · | · | -11.8% | 7.0% | · | 21.8% | · | 4.4% | -5.7%
O=C(Nc1cc(Cl)ccc1N1CCCCC1)c1cccs1 | -2.8% | 6.9% | -0.3% | 1.5% | 4.0% | -17.9% | -2.6% | 2.9% | -28.6%
CCOC(=O)c1ccc(NC(=S)N(CCCN2CCN(C)CC2)Cc2cccs2)cc1 | ? | 7.5% | -10.0% | ? | ? | -31.8% | 6.3% | 2.0% | ?
